# Source: PubChem
# SRC1 TRFRET art – counter-screen for PPARgamma SRC-1 recruitment agonists: TR-FRET artefact; 99,000 tested, 0.34% active; AID 1051; TR-FRET ratio at 8 µM; TR-FRET detection artefact counter-screen, emission ratio; stronger effect = higher value; in the data active = TR-FRET ratio above about 2300; also: inactives centre near 1800; reference of the scale not given here
# SRC3 TRFRET art – counter-screen for PPARgamma SRC-3 recruitment agonists: TR-FRET artefact; PPARgamma/SRC-3 format; stronger effect = higher value; TR-FRET ratio at 8 µM; 99,000 tested, 0.39% active; AID 1048; in the data active = TR-FRET ratio above about 2000; also: inactives centre near 1600; reference of the scale not given here
# * hit, by the source's call.
compound	SRC1 TRFRET art	SRC3 TRFRET art
COc1ccc(-c2nn(-c3ccccc3)cc2/C=C/C(=O)N2CCOCC2)cc1OC	1842	1610
O=C(O)c1cnc(-c2ccccc2)nc1Oc1ccc(Cl)cc1	1595	1363
CCO[C@H]1OC(C(=O)NC2CC2)=C[C@@H](C)[C@@H]1CCCO	1608	1684
COc1ccc(N2CC(O)=C(c3nc(-c4ccc(Cl)cc4)cs3)C2=N)cc1	1732	1664
O=[N+]([O-])c1ccc2nc(SCc3cn4ccccc4n3)[nH]c2c1	1940	1627
C=CCn1cc(C(=O)OC)c(=O)c2cc(S(=O)(=O)N3CCCCCC3)ccc21	1696	1660
O=C(CN1CCN(Cc2ccccc2)CC1)Nc1cccc(S(=O)(=O)N2CCCCCC2)c1	1718	1391
Cc1cccc(-n2c(C)cc(/C=N/O)c2C)c1	1760	1637
CCC(OC(=O)c1cccs1)C(=O)NCc1ccc(C)cc1 (centres undefined)	1965	1924
CC(/C=N/NC(=O)c1cc(-c2ccccc2)nc2ccccc12)=C\c1ccco1	1655	1594
N=c1c2c(-c3ccccc3)c(-c3ccccc3)n(Cc3ccco3)c2ncn1CCCN1CCOCC1	1854	1526
CN1CCN(NC(=O)c2cccc(S(=O)(=O)N3CCCCCC3)c2)CC1	2077	1648
Cc1cc(C(=O)CSc2nnnn2-c2ccccc2)c(C)n1-c1ccc2c(c1)OCO2	1852	1738
CCN(CC)c1ccc(/C=N/OC(C)C(=O)Nc2ccc(C)cc2)cc1 (centres undefined)	1441	1731
COc1ccc(N(C(=O)/C=C/c2ccc(OC)c(OC)c2)C2=CC3CCC(C2)N3C)cc1 (centres undefined)	1953	1636
O=C(NNS(=O)(=O)c1ccc(F)c(Cl)c1)c1cccc(S(=O)(=O)N2CCOCC2)c1	2152	1712
Cn1cnnc1SCC(=O)NC(=O)NC1CCCC1	1985	1593
O=C(NCCCN1CCCC1=O)c1ccc2c(c1)ncn2C1CCCCC1	1914	1645
CS(=O)(=O)N1CCn2c1nc1ccccc12	1641	1329
COc1ccc(C(=O)OCC(=O)NC(=O)NC2CCCC2)c(OC)c1	1673	1490
O=C(NCc1ccccc1)c1ccc(-c2ccccc2C(F)(F)F)o1	1639	1515
Cc1oc(CC(C)C)cc1C(=O)NCCCC(=O)O	1681	1672
COc1ccc(/C=N/NC(=O)c2ccc3c(c2)OCCO3)cc1[N+](=O)[O-]	1711	1445
COc1cc2c(cc1C=O)OC(C)C2 (centres undefined)	1957	1593
c1ccc(OCc2nc3c4c(ncn3n2)-c2ccccc2CC42CCCC2)cc1	1739	1698

# Another view of some results above.
> O=C(CN1CCN(Cc2ccccc2)CC1)Nc1cccc(S(=O)(=O)N2CCCCCC2)c1
- SRC1 TRFRET art: 1718
- SRC3 TRFRET art: 1391
> COc1ccc(/C=N/NC(=O)c2ccc3c(c2)OCCO3)cc1[N+](=O)[O-]
- SRC1 TRFRET art: 1711
- SRC3 TRFRET art: 1445
> CCN(CC)c1ccc(/C=N/OC(C)C(=O)Nc2ccc(C)cc2)cc1 (centres undefined)
- SRC1 TRFRET art: 1441
- SRC3 TRFRET art: 1731
> O=C(NCc1ccccc1)c1ccc(-c2ccccc2C(F)(F)F)o1
- SRC1 TRFRET art: 1639
- SRC3 TRFRET art: 1515

# New compounds follow
compound	SRC1 TRFRET art	SRC3 TRFRET art
O=C(NCCCO)/C(=C/c1ccco1)NC(=O)c1ccc(Br)o1	1589	1546
Cc1ccc(-c2ccc(SCC(=O)NCC3CCCO3)nn2)cc1 (centres undefined)	1982	1667
Nc1c([N+](=O)[O-])cnnc1-c1ccccc1	1701	1462
CCc1ccc(OCC(=O)NC(=S)Nc2ccc(Br)c(C)n2)cc1	1685	1598
C=CCNC(=O)c1cc(C(=O)C(C)c2ncc(C(F)(F)F)cc2Cl)c[nH]1 (centres undefined)	1610	1462
O=C(CSc1ncn[nH]1)Nc1ccc(Cl)c(S(=O)(=O)N2CCOCC2)c1	1871	1668
Cc1csc(NC(=O)[C@@H](NC(=O)c2ccccc2)C(C)C)n1	1912	1611
CC(=O)c1ccc(Nc2ccc(-c3ccccc3C)nn2)cc1	1659	1487
CCCCOc1cccc(-c2nnc(NC(=O)CSc3ccc(C)cc3)s2)c1	1721	1610
CN(C)C(=O)c1nc(C#N)c(N(C)C)o1	1850	1691
CCCCc1ncc(CN2CCC(CC3CCCCO3)(C(=O)OCC)CC2)[nH]1 (centres undefined)	1499	1338
Cc1c(NC(NC(=O)CC(C)C)C(Cl)(Cl)Cl)c(=O)n(-c2ccccc2)n1C (centres undefined)	1682	1688
CC(C)CN1CCNC(=O)C1CC(=O)NCCc1ccc(C(F)(F)F)cc1 (centres undefined)	1727	1489
CCCCOC(=O)c1cc(=O)[nH]c(=O)[nH]1	1574	1392
O=C(Nc1cccc(S(=O)(=O)N2CCCCCC2)c1)c1cc(=O)c2ccccc2o1	1853	1520
COC12NC(=O)N(C)C1(OC)C(=O)N(C)C(=O)N2C (centres undefined)	1860	1443
O=C(O)CCC(=O)NNc1ccccc1[N+](=O)[O-]	1730	1538
Cn1c(SCCC#N)nnc1-c1ccc(F)cc1	1794	1403
COc1ccc(/C=C/C(=O)NC(=S)Nc2ccc(S(=O)(=O)Nc3cc(OC)ncn3)cc2)cc1	1836	1844
O=C(COc1cc(Cl)c(Cl)cc1Cl)N1CCN(c2ccccn2)CC1	1790	1756
O=c1cc(N2CCCCC2)c(-c2ccccc2)nn1Cc1ccccc1	2102	1652
NC(=O)c1ccc(C23CC4CC(CC(C4)C2)C3)o1	1853	1497
Cc1ccc(S(=O)(=O)NCCC(c2ccc(F)cc2)c2ccco2)cc1 (centres undefined)	1906	1738
COC(=O)c1ccc(-c2noc(CN(C)CCC3CCCCO3)n2)cc1 (centres undefined)	1878	1724
O=C(O)CCC(=O)NNC(=O)CCC(=O)Nc1ccccc1	1596	1635

# Below each compound: SRC1 TRFRET art | SRC3 TRFRET art
> CNc1nc2c(C)cccn2c(=O)c1C=Nc1ccc(OC)cc1
  1931 | 1246
> CCOc1ccc(N(CC(=O)Nc2ccccc2C(=O)NC(C)CC)S(C)(=O)=O)cc1 (centres undefined)
  1728 | 1607
> COC(=O)c1ccc(C(=O)OC)c(NC(=S)N2CCN(c3cccc(Cl)c3)CC2)c1
  1799 | 1517
> CCOc1cc(C=O)ccc1OCC(=O)N1CCCC1
  1635 | 1655
> COc1cccc(OCC(=O)O/N=C(\N)c2ccc(OC)c(OC)c2)c1
  1959 | 1555
> N=C1c2ccccc2CN1NC(=O)c1cccc(S(=O)(=O)N2CCCC2)c1
  1755 | 1626
> CCC(C(=O)Nc1ccc(C(C)C)cc1)c1ccccc1 (centres undefined)
  1726 | 1589
> COc1ccc(C)cc1S(=O)(=O)N(C)CC(=O)N1CCC(C(N)=O)CC1
  1856 | 1779
> CCN(CC)S(=O)(=O)c1ccc(/C=C/C(=O)OCC(=O)N(C)C)cc1
  1796 | 1507
> Cc1cccc(NC(=S)NCC(c2cccnc2)N2CCOCC2)c1 (centres undefined)
  1704 | 1632
> Cn1c(Cn2c(=O)sc3ccccc32)nnc1SCC(=O)NCc1ccccc1
  1794 | 1664
> COc1ccc(CCNC(=O)C2CCN(C(=O)c3ccc([N+](=O)[O-])cc3)CC2)cc1
  2042 | 1705
> Cc1cccc(OCc2nnc(SCC(=O)N3CC(=O)Nc4ccccc43)o2)c1
  1854 | 1727
> CCN(CC(=O)Nc1ccc(C)c(F)c1)CC(=O)NC(C)(C)C
  2138 | 1520
> CC1SC(C)C(=O)N(CC(=O)Nc2ccc([N+](=O)[O-])cc2)C1=O (centres undefined)
  1687 | 1469

# Below each compound: SRC1 TRFRET art | SRC3 TRFRET art
> O=C(NCc1n[nH]c(=S)n1-c1ccc(Cl)c(Cl)c1)c1cccs1
  1815 | 1686
> COc1ccc(NC(=O)/C(=C\c2cccs2)NC(=O)c2ccco2)cc1
  1495 | 1836
> COc1ccc(N(CC(=O)Nc2ccccc2C)S(=O)(=O)c2ccccc2[N+](=O)[O-])c(OC)c1
  1809 | 1489
> COc1ccc(/C=C(/NC(=O)c2cccs2)C(=O)Nc2ccc(C)cc2)cc1OC
  1661 | 1538
> CN1Cc2ccccc2CC1CNCc1c(C(=O)N2CCCC2)nc2ccccn12 (centres undefined)
  1760 | 1767
> CCc1ccc(C2CC(c3cccc(Cl)c3)n3nc(N)nc3N2)cc1 (centres undefined)
  1575 | 1436
> c1ccc(-c2nc3ccccc3[nH]2)nc1
  1839 | 1601
> O=C(NC(=O)c1cccc(F)c1)Nc1nc(-c2ccc(F)cc2)cc(C(F)(F)F)n1
  1689 | 1559
> COc1ccccc1CNC(=O)CN1CCN(S(=O)(=O)c2cccs2)CC1
  1859 | 1479
> CSc1ccc(CN(C)CC(=O)Nc2ccccc2Br)cc1
  1904 | 1647
> COc1cccc(C(=O)N/N=C(\CC(C)C)c2ccccc2)c1
  1782 | 1465
> O=C(CCC(=O)OCc1cccc([N+](=O)[O-])c1)Nc1ccccc1Cl
  1867 | 1564
> Cc1nc(NC(=O)c2csc3ccccc23)sc1C
  1693 | 1463
> COc1ccc(-c2nnc(SCc3csc(N)n3)n2C)cc1
  2000 | 1694
> CCOC(=O)c1oc2cc(O)c(CC)cc2c(=O)c1-c1cscn1
  1676 | 1493

# Below each compound: SRC1 TRFRET art | SRC3 TRFRET art
> CC1=NN(C(N)=S)C(=O)C1N=Nc1ccccc1 (centres undefined)
  1556 | 1502
> O=C(NCCCn1ccnc1)c1cc(-c2ccncc2)nc2ccccc12
  1934 | 1497
> O=C(Nc1ccccc1)c1cc2n(n1)C(C(F)(F)F)CC(C1CC1)N2 (centres undefined)
  1631 | 1687
> Cc1ccc(S(=O)(=O)N2CC(O)CC2C(=O)OCC(=O)c2ccccc2Cl)cc1C (centres undefined)
  1680 | 1671
> CCCc1[nH]nc2c1C(c1ccsc1)C(C#N)=C(N)O2 (centres undefined)
  1676 | 1614
> O=S(=O)(NCCSc1ccccn1)c1ccc(Cl)cc1
  1977 | 1573
> O=C(Nc1nc(-c2ccc(F)cc2)cs1)c1cccnc1
  1740 | 1451
> Cc1cc(N2CCN(C(c3ccccc3)c3ccc(Cl)cc3)CC2)n2ncnc2n1 (centres undefined)
  1851 | 1679
> COc1cc2c(cc1OC)CN(Cc1cc(OC)c(O)c(OC)c1)CC2
  1917 | 1684
> COc1ccc(CCNC(=O)CN2C(=O)C3(OCCCO3)c3ccccc32)cc1OC
  1901 | 1671
> CCCCCCCNC(=O)C1CC(=O)N(C)C(=Nc2ccc(OC)cc2)S1 (centres undefined)
  1853 | 1652
> Clc1cccc(N/N=C(\Cc2nc3ccccc3[nH]2)c2ccccc2)c1
  1868 | 1530
> CC(C)(C)C(=O)NC1=NN(c2c(Cl)cc(Cl)cc2Cl)C(=O)C1
  1666 | 1311
> Clc1ccccc1Cn1nc(-c2ccccc2)nc1-c1ccccc1
  1856 | 1770
> CNS(=O)(=O)c1cc(N)ccc1C
  2035 | 1799

# Below each compound: SRC1 TRFRET art | SRC3 TRFRET art
> Cc1ccc(NC(=S)NC(NC(=O)N(C)C)C(Cl)(Cl)Cl)cc1 (centres undefined)
  1934 | 1572
> COCc1nnc(NC(=O)c2cc(C(=O)OC)cc([N+](=O)[O-])c2)s1
  1766 | 1576
> Cc1cc(N/N=C/c2ccccc2F)c2ccccc2n1
  1692 | 1607
> CCOc1ccc(C(=O)Nc2cccc(-c3ccc4nncn4n3)c2)cc1
  1662 | 1273
> COCCn1c(SC(C(=O)Nc2cc(C)ccc2OC)c2ccccc2)nnc1-c1ccc(Cl)cc1 (centres undefined)
  1875 | 1780
> COc1cc(N(C)C)c([N+](=O)[O-])cc1C(=O)NC(C)CNc1ccc([N+](=O)[O-])cc1Cl (centres undefined)
  1898 | 1585
> COc1ccc(N2C(=O)C(CC(=O)Nc3ccccc3)N(Cc3ccccn3)C2=S)cc1 (centres undefined)
  2105 | 1535
> C/C(CC(=O)Nc1cccc(F)c1)=N\NC(=O)C(=O)NC1CCCCC1
  1837 | 1592
> CCOCCCNC(=S)N1CCCN(c2nc3cc(C)c(C)cc3cc2C#N)CC1
  1771 | 1556
> Cc1ccc(CC2SC(=Nc3ccccc3)N(c3ccccc3)C2=O)cc1 (centres undefined)
  1951 | 1531
> CC(/C=N/n1c(-c2ccc(C)cc2)n[nH]c1=S)=C\c1ccco1
  1868 | 1380
> CCOc1ccc(NC(=O)Nc2ccccc2C(N)=O)cc1
  1856 | 1655
> CC(=O)c1c(OC(=O)c2ccccc2Br)ccc2c(C)cc(=O)oc12
  1890 | 1656
> COC(=O)C1=C(N)Oc2cc(C)n(Cc3cccnc3)c(=O)c2C1c1ccccc1OC (centres undefined)
  1913 | 1750
> O=C(O)CNC(=S)N(Cc1ccco1)Cc1ccccc1Cl
  1784 | 1539

# Below each compound: SRC1 TRFRET art | SRC3 TRFRET art
> O=C(NNC(=O)C1CCCCC1)c1ccco1
  1518 | 1550
> O=C(COC(=O)c1cc2ccccc2oc1=O)Nc1cccc(S(=O)(=O)N2CCCCCC2)c1
  1740 | 1681
> CCOC(=O)c1sc(NC(=O)COC(=O)CNC(=O)C2CCCCC2)c(C(=O)OCC)c1C
  1990 | 1535
> Cc1cc([N+](=O)[O-])nn1CC(=O)N1CCN(Cc2ccccc2)CC1
  1819 | 1509
> COCc1cccc(N2C(=O)CC(C3C=C(C)C4C(=O)N(c5cccc(COC)c5)C(=O)C4C3)C2=O)c1 (centres undefined)
  2292 | 1627
> Cc1ccc(S(=O)(=O)NC(N)=NCCc2ccccc2)cc1C
  1839 | 1491
> CCn1cc(C(=O)N2CCN(c3ccc(OC)cc3)CC2)c2cc(OC)c(OC)cc2c1=O
  1489 | 1370
> CC1CCCN(CCC(=O)Nc2ccccc2)C1 (centres undefined)
  1695 | 1751
> CS(=O)(=O)N(CC(=O)Nc1ccc(S(=O)(=O)N2CCCC2)cc1)c1ccccc1F
  1848 | 1525

# Some of the entries so far, with each value named:
SMILES: O=C(COC(=O)c1cc2ccccc2oc1=O)Nc1cccc(S(=O)(=O)N2CCCCCC2)c1
  SRC1 TRFRET art: 1740
  SRC3 TRFRET art: 1681

SMILES: CCOC(=O)c1sc(NC(=O)COC(=O)CNC(=O)C2CCCCC2)c(C(=O)OCC)c1C
  SRC1 TRFRET art: 1990
  SRC3 TRFRET art: 1535

# Some of the compounds tested. The share of hits here may be higher or lower than overall.
